HP1b binding inh: HTS for Inhibitors of HP1-beta Chromodomain Interactions with Methylated Histone Tails; AlphaScreen HP1-beta / biotin-H3K9me3 peptide binding; Potency, µM (highest dose often 114 µM), for the others: at the top dose activity change, negative = inhibition, hits mostly inhibitors; actives 0.56% (n = 390,000); also: nearly all actives have a fitted effect of over 70% in size; inactives centre near 23
Target sequence (P83916 whole entry, looked up): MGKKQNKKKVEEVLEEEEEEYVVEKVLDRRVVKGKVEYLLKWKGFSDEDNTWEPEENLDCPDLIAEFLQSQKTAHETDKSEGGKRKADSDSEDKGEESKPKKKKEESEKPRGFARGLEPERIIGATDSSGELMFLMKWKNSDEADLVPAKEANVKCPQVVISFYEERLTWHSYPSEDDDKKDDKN
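HP1-beta protein (50 nM final) preincubated 30 min at room temperature with biotinylated H3(1-18)K9me3 peptide (50 nM) in PBS pH 7.4, 0.01% Tween-20, then compound added for 30 min. AlphaScreen streptavidin donor/nickel chelate acceptor beads (10 ug/mL final), 30 min dark, luminescence read.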
GLS inh: qHTS for Inhibitors of Glutaminase (GLS); GLS enzymatic activity, qHTS titration; Glutaminase kidney isoform, mitochondrial (Homo sapiens), O94925; actives 0.21% (n = 410,000); Potency, µM (top dose mostly 45.5 µM), without a hit: at the top dose activity change, negative = inhibition, hits mostly inhibitors; also: % is scaled to controls: 0 for no effect and ±100 for the full control effect
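Glutamate formation by hKGA was monitored fluorometrically using coupled glutamate oxidase, HRP and Amplex Red. Substrate was added as 1 mM L-glutamine solution; incubation was 30 min at RT after an initial read.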
ALOX12 inh: Primary qHTS assay for inhibitors of human arachidonate 12S-lipoxygenase (ALOX12): Round 2; AID 1671190, 2021; Polyunsaturated fatty acid lipoxygenase ALOX12 (Homo sapiens), P18054; purified 12hLO, xylenol orange hydroperoxide absorbance; Potency, µM (doses to about 108 µM), inactives show at the highest dose activity change, negative = inhibition, actives largely listed as inhibitors; actives 1.1% (n = 580,000); also: % is scaled to controls: 0 for no effect and ±100 for the full control effect
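Hydroperoxide product was detected by ferrous iron/xylenol orange as the 573 to 405 nm absorbance ratio. Arachidonic acid at 40 uM (final) was turned over for 30 min at room temperature by 150 nM human 12hLO, pH 7.0 Hepes buffer, after 15 min compound preincubation.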
rTrxR1 inhibitor: qHTS Assay for Inhibitors of Mammalian Selenoprotein Thioredoxin Reductase 1 (TrxR1): qHTS. Thioredoxin reductase 1, cytoplasmic (Rattus norvegicus), O89049. recombinant rTrxR1, NADPH fluorescence consumption, selenite substrate. Potency, µM (top dose mostly 114 µM), without a hit: at the highest dose activity change, negative = inhibition, actives largely listed as inhibitors. actives 1% (n = 390,000); also: % is scaled to controls: 0 for no effect and ±100 for the full control effect; nearly all actives have a fitted effect of over 65% in size
Target sequence (O89049 whole entry, looked up): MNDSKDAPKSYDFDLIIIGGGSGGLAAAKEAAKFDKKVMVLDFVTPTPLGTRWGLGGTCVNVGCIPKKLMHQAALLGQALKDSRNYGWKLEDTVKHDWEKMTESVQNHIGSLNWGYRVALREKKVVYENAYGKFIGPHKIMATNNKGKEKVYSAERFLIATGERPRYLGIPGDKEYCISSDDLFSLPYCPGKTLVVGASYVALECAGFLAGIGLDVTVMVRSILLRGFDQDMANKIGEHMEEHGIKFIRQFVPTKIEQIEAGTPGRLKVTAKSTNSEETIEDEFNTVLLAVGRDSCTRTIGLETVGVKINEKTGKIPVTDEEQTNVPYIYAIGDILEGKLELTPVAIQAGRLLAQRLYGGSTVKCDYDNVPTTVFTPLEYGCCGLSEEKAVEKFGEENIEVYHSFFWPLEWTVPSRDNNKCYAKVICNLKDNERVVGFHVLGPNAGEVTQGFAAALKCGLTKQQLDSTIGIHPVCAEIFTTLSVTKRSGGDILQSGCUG
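Rat TrxR1 (90 nM in the dispensed reagent) was pre-reduced with 400 uM NADPH for 5 min at room temperature, then incubated with compound for 15 min. After 400 uM selenite was added, NADPH fluorescence (Ex 340/Em 450 nm) was followed for 8 min.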
ERG Ets-DNA blk: qHTS for Small Molecule Inhibitors of the ERG Ets/DNA interaction | actives 0.028% (n = 370,000) | Transcriptional regulator ERG (Homo sapiens), P11308 | Potency, µM (titrated, usually from 76.9 µM), for the others: at the top dose FP activity, negative = inhibition, usual class: inhibitors | fluorescence polarization, His-ERG Ets domain / labelled DNA; active = well fitted inhibition curve with a large enough effect in the polarisation, with a control signal flat; inconclusive = small, poorly fitted or top-dose-only effect, or effect the other way, or a change in a side signal; inactive = no such curve, though single readings can be large or run the other way; the % refers to the polarisation;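 also: polarization taken with two DNA probes labelled with fluorescein and Texas red; % of control where 0% means no effect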
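His-tagged ERG Ets domain (1 uM in the protein solution; 300mM KCl, 50mM Tris-HCl, 1mM EDTA, 1mM DTT, pH 7.5) received compound, then a probe mix of 5 nM fluorescein-DNA and 100nM Texas-615-DNA. Fluorescence polarization was read for both dyes.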
RGS4 inhibitor: Inhibitors of Regulator of G Protein Signaling (RGS) 4: qHTS | Regulator of G-protein signaling 4 (Homo sapiens), P49798 | Transcreener GDP fluorescence polarization, RGS4-accelerated GTP hydrolysis | Potency, µM (top dose mostly 114 µM), for the others: top-dose activity change, negative = inhibition, actives largely listed as inhibitors | actives 0.039% (n = 390,000) | AID 504845, 2011; also: % is scaled to controls: 0 for no effect and ±100 for the full control effect; nearly all actives have a fitted effect of over 75% in size; some results filed as inactive show a strong effect at the top dose
Target sequence (P49798 whole entry, looked up): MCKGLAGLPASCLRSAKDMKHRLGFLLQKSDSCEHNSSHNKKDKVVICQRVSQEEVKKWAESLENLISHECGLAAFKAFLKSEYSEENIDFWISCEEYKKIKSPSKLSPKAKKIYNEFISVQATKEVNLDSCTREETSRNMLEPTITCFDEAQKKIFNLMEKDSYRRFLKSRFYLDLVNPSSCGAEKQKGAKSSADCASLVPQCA
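MLSMR compounds (23 nl, pin-transferred) preincubated 10 min at room temperature with a 500nM (2x) first reagent, then RGS4 at 900nM (2x) plus Transcreener GDP mix added; fluorescence polarization (620/688 nm) read before and after 90 min at 30 °C.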
JMJD2A Tudor inh: qHTS Assay for Inhibitors of JMJD2A-Tudor Domain | Potency, µM (highest dose often 114 µM), for inactives: at the top dose activity change, negative = inhibition, usual class: inhibitors | AlphaScreen JMJD2A-Tudor / H3K4me3 peptide binding | actives 4.4% (n = 390,000); also: % is scaled to controls: 0 for no effect and ±100 for the full control effect; nearly all actives have a fitted effect of over 50% in size
Pin1 inh: qHTS Assay to Find Inhibitors of Pin1 | Peptidyl-prolyl cis-trans isomerase NIMA-interacting 1 (Homo sapiens), Q13526 | Pin1 FP peptide displacement, HiFluor488, 10 min | Potency, µM (highest dose often 115 µM), for inactives: at the top dose activity, negative = inhibition, actives largely listed as inhibitors | actives 0.009% (n = 390,000); active = well fitted inhibition curve with a large enough effect in the polarisation, with a control signal flat, not every such curve was filed as active; inconclusive = small, poorly fitted or top-dose-only effect, or effect the other way, or a change in a side signal; inactive = no such curve, though single readings can be large or run the other way; the % refers to the polarisation; also: % is scaled to controls: 0 for no effect and ±100 for the full control effect
Target sequence (Q13526 whole entry, looked up): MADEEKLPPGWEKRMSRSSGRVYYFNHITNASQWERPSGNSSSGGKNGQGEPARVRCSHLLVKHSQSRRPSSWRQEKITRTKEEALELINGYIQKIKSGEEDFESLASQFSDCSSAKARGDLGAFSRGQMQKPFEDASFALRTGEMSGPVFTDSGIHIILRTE
PGK inhibitor: qHTS Assay to Find Inhibitors of Phosphoglycerate Kinase; Phosphoglycerate kinase, glycosomal (Trypanosoma brucei brucei), P07378; PGK/GAPDH coupled, Kinase-Glo luminescence, 60 min; Potency, µM (series often up to 57.5 µM), inactives show at the top dose activity change, negative = inhibition, hits mostly inhibitors; actives 0.043% (n = 380,000); AID 602233, 2012; also: % is scaled to controls: 0 for no effect and ±100 for the full control effect; nearly all actives have a fitted effect of over 60% in size
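Recombinant glycosomal PGK reaction used 1,3-bisphosphoglycerate generated in-well by GAPDH (100nM final) in 100mM TEA pH 7.6, 5mM MgCl2, 0.01% Tween-20. After 60 minutes at room temperature, ATP was read by Kinase-Glo Plus luminescence end-point.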
Starred values were filed as active, the others as inactive; i = inactive; ? = inconclusive; . = no result given; & = joins results of further samples; [ ] = another dose, or the depositor's remark. Unless noted, calls follow the shape of the dose curve; as a rule, active = well fitted curve in the direction sought with a large enough effect; inconclusive = small, poorly fitted or top-dose-only effect, or another doubt; inactive = no such curve, though single readings can be large; an effect the other way counts as inactive or inconclusive. Potency is read from the fitted curve at half-maximal effect. Not all compounds are listed; rates above refer to the full screens.

SMILES	HP1b binding inh	GLS inh	ALOX12 inh	rTrxR1 inhibitor	ERG Ets-DNA blk	RGS4 inhibitor	JMJD2A Tudor inh	Pin1 inh	PGK inhibitor
Oc1ccc(N2CCN(c3ncnc4sc(-c5ccccc5)cc34)CC2)cc1	?	?	?	20%[57.1 µM]	0%	-20%	16µM*	4%	6%
CCC(C(=O)Nc1cc(OC)ccc1OC)n1c(=O)c(C(F)(F)F)nc2ccccc21 (configuration not stated)	6%	-9%	-25%	-5%[57.1 µM]	0%	6%	-26%	-2%	-7%
O=C(Cn1c(C(F)(F)F)nc2ccccc21)c1ccc(F)cc1	40%[activator]	1%	317%[activator]	20%[57.1 µM]	2%	-32%	-9%	-5%	-8%
Cc1cccc(NC(=O)C(Cc2ccccc2)NS(=O)(=O)c2ccc3c(c2)c(=O)n(C)c(=O)n3C)c1 (configuration not stated)	12%	3%	-17%	41%[activator]	1%	-22%	-11%	0%	i
Brc1ccc(-c2csc(N/N=C/c3ccc4c(c3)OCO4)n2)cc1	19%	-3%	-10%	-15%	6%	-6%	-15%	-4%	i
COc1ccc(-c2csc(N)n2)cc1	4%	-3%	10%	0%	1%	-24%	-27%	-1%	7%
O=c1c2ccccc2oc2ccc(Oc3ccccc3)cc12	369%[activator]	-2%	17%	15%[57.1 µM]	9%	1%	206%[activator]	-1%	i
O=C(c1ccc(Cl)cc1)N1CCN(c2cc(=O)[nH]nc2-c2ccccc2)CC1	15%	9%	?	-8%	-4%	38%	-9%	3%	1%
Nn1c(Cc2ccccc2)nnc1Cc1ccccc1	10%[57 µM]	1%	-11%	-6%[2.29 µM]	4%	3%	0%	0%	-9%
COC(=O)C1CCN(C(=O)COC(=O)CSc2ccc(C(N)=O)cc2[N+](=O)[O-])CC1	14%	2%	-27%	2%	10%	12%	1%	-7%	1%
Cc1ccc(C(C)C)c(OCCn2ccnc2C)c1	?	-3%	?	10%[57.1 µM]	-9%	-18%	1.3µM*	-11%	-8%
COc1ccc(CCN2C(=O)NC(NC(C)=O)(C(F)(F)F)C2=O)cc1OC (configuration not stated)	48%[activator]	-3%	-13%	10%	-4%	-8%	0%	4%	-7%
COC(=O)c1ccc(NS(=O)(=O)c2ccc3c(c2)n(C)c(=O)c(=O)n3C)cc1	5%	1%	-12%	9%	-6%	18%	-14%	3%	i
CCSc1nnc(NC(=O)CCc2ccc(OC)cc2)s1	15%	3%	-2%	18%	-4%	27%	-18%	8%	-1%
Cc1ccc(-n2ncc3c(Nc4cccc(C(=O)O)c4)ncnc32)cc1	9%&19%	-9%&9%	-21%&-7%	-2%&-15%	5%&7%	-16%&3%	-19%&-15%	8%&1%	-2%&-4%
COCCNC(=O)C(c1ccc(C)o1)N(Cc1ccc(OC)cc1)C(=O)Cn1nnc2ccccc21 (configuration not stated)	33%	-14%	12%	1%	-13%	-11%	0%	0%	-10%
S=C1NC2=C(CCCC2=C2SCCS2)C(c2ccccc2)N1 (configuration not stated)	-16%	4%	?	?	-1%	?	?	-14%	-10%
O=C(CN1C(=O)c2cccnc2Oc2ccc(Cl)cc21)NCCCc1ccccc1	28%	3%	-18%	-4%	-2%	11%	-15%	4%	-1%
Cc1ccc(S(=O)(=O)N/N=C/c2c(F)cccc2Cl)cc1	34%	12%	-20%	-5%	-5%	-5%	4%	0%	-1%
CCOC(=O)Cn1c(-c2cccnc2Cl)nc2cc(Cl)c(Cl)cc21	25%	0%	18%	9%	3%	-23%	-9%	?	i
COC(=O)c1c(-c2c(Cl)cccc2Cl)noc1C(=O)NNC(=O)N(C)C	13%	-8%	340%[activator]	18%[57.1 µM]	0%	8%	-12%	0%	-6%
Nc1cccc(-c2nnc3n2CCCCC3)c1	-12%	-5%	-2%	5%[57.1 µM]	3%	?	?	-3%	-4%
Cc1ccc(C=Nc2ccccc2C(N)=O)o1	29%	2%	-8%	10%	3%	-24%	-3%	2%	i
COc1ccc(C(=O)COC(=O)CCCC(=O)Nc2ccc(C(C)=O)cc2)cc1	15%	-4%	-19%	19%	1%	-7%	-10%	-5%	4%
COc1ccc(/C=N/NC(=S)Nc2cccc(C(=O)O)c2)cc1OC	17%	19%	?	-26%	7%	?	-17%	1%	4%

Quoted at random: 2 compounds from above, in no set order.
SMILES	HP1b binding inh	GLS inh	ALOX12 inh	rTrxR1 inhibitor	ERG Ets-DNA blk	RGS4 inhibitor	JMJD2A Tudor inh	Pin1 inh	PGK inhibitor
COc1ccc(C(=O)COC(=O)CCCC(=O)Nc2ccc(C(C)=O)cc2)cc1	15%	-4%	-19%	19%	1%	-7%	-10%	-5%	4%
COC(=O)C1CCN(C(=O)COC(=O)CSc2ccc(C(N)=O)cc2[N+](=O)[O-])CC1	14%	2%	-27%	2%	10%	12%	1%	-7%	1%

The results go on:
SMILES	HP1b binding inh	GLS inh	ALOX12 inh	rTrxR1 inhibitor	ERG Ets-DNA blk	RGS4 inhibitor	JMJD2A Tudor inh	Pin1 inh	PGK inhibitor
CN1CCN(C(=O)c2ccc(CSc3nc4ccncc4n3Cc3ccc(F)cc3)cc2)CC1	12%	-4%	23%	19%[57.1 µM]	-9%	12%	-20%	4%	i
CCC(C)N1CCN(S(=O)(=O)Cc2ccccc2)CC1 (configuration not stated)	-1%	-13%	2%	6%	-3%	-6%	2%	0%	0%
Cc1ccc(OC(C)C(=O)N(C)c2ccccc2)c([N+](=O)[O-])n1 (configuration not stated)	22%	6%	17%	9%	8%	8%	-5%	4%	-7%
Cc1nc(-c2ccc(F)cc2)c(CC(=O)N(C)CC(=O)Nc2c(C)cccc2C)s1	27%	1%	5%	-15%	15%	11%	-24%	23%	-3%
CCOC(=O)Cn1c(CCC(=O)O)ccc1-c1ccc(F)cc1	-8%	8%	-28%	-23%	0%	-18%	?	6%	-1%
Cc1cc(C)c(NC(=O)CSc2nnnn2-c2cccnc2)c(C)c1	-17%	5%	43%[activator]	13%	-3%	15%	-4%	-10%	-1%
Cc1ccccc1N1CC(C(=O)Nc2nnc(SCCN3CCOCC3)s2)CC1=O (configuration not stated)	36%	7%	-20%	3%	-1%	-30%	-28%	-1%	-2%
Fc1ccccc1NC(=S)N(CCN1CCCCCC1)Cc1cccs1	24%	6%	46%[activator]	18%[57.1 µM]	-2%	1%	4%	5%	-19%
CCNc1nc(Oc2ccc(C#N)cc2)cc(C(F)(F)F)n1	83%[activator]	3%	1%	30%[57.1 µM]	-5%	-24%	7%	1%	0%
OCc1ccccc1CNCc1ccccc1	16%	-1%	5%&-19%	22%	.	-11%	-12%	-5%	-10%
CN(C)S(=O)(=O)c1ccc(Cl)c(NC(=O)CN2CCC(Cc3ccccc3)CC2)c1	2%	3%	103%[activator]	24%[57.1 µM]	-3%	12%	-17%	7%	-9%
NC(=O)C(F)(F)C12OC3C4C5CC(C6C5C3C61)C42 (configuration not stated)	35%[activator]	1%	-19%	24%	.	1%	5%	-4%	-6%[11.5 µM]
NC(=O)COc1ccc(/C=N\NC(=O)CC(=O)NCCc2ccccc2)cc1	8%	4%	121%[activator]	3%[57.1 µM]	12%	19%	-11%	2%	2%
OC1COCOC1C(O)C1OCOCC1O (configuration not stated)	18%	-5%	0%	8%	-24%	-15%	3%	-2%	-5%
O=C(/C=C/c1ccc2c(c1)OCO2)N1CCN(c2n[nH]c(=O)[nH]c2=O)CC1	26%	1%	-7%	0%	1%	5%	4%	-5%	-4%

Structural class: the compounds so far with an aryl methoxy group (seven)
SMILES	HP1b binding inh	GLS inh	ALOX12 inh	rTrxR1 inhibitor	ERG Ets-DNA blk	RGS4 inhibitor	JMJD2A Tudor inh	Pin1 inh	PGK inhibitor
CCC(C(=O)Nc1cc(OC)ccc1OC)n1c(=O)c(C(F)(F)F)nc2ccccc21 (configuration not stated)	6%	-9%	-25%	-5%[57.1 µM]	0%	6%	-26%	-2%	-7%
COc1ccc(-c2csc(N)n2)cc1	4%	-3%	10%	0%	1%	-24%	-27%	-1%	7%
COc1ccc(CCN2C(=O)NC(NC(C)=O)(C(F)(F)F)C2=O)cc1OC (configuration not stated)	48%[activator]	-3%	-13%	10%	-4%	-8%	0%	4%	-7%
CCSc1nnc(NC(=O)CCc2ccc(OC)cc2)s1	15%	3%	-2%	18%	-4%	27%	-18%	8%	-1%
COCCNC(=O)C(c1ccc(C)o1)N(Cc1ccc(OC)cc1)C(=O)Cn1nnc2ccccc21 (configuration not stated)	33%	-14%	12%	1%	-13%	-11%	0%	0%	-10%
COc1ccc(C(=O)COC(=O)CCCC(=O)Nc2ccc(C(C)=O)cc2)cc1	15%	-4%	-19%	19%	1%	-7%	-10%	-5%	4%
COc1ccc(/C=N/NC(=S)Nc2cccc(C(=O)O)c2)cc1OC	17%	19%	?	-26%	7%	?	-17%	1%	4%

Screening data from PubChem BioAssay.
